KOR beta-arrestin-1 = KOR antagonists, beta-arrestin recruitment, cell-based, luminescence, uHTS (AID 1778); Kappa-type opioid receptor (Homo sapiens); KOR beta-arrestin recruitment, luminescence, antagonist mode; higher % means a stronger effect; inhibition, % at 10 µM; hits with a dose series show IC50 in µM; actives 0.091% (n = 290,000); note: strong numbers were not always called active
TNAP activation fold = human TNAP enzyme activators, primary screen, biochemical, luminescent, no phosphate acceptor, uHTS (AID 1001) | Alkaline phosphatase, tissue-nonspecific isozyme (Homo sapiens) | purified TNAP, luminescent activation assay, no phosphate acceptor; higher activation fold means a stronger effect | activation fold at 20 µM, or EC50 in µM where a hit was titrated | actives 0.03% (n = 200,000); in the data active = activation fold from about 3, or a potency from the dose series; inactive = the rest, 99 in 100 with activation fold below about 1.6; note: many of its hits are not listed in these tables
NOD2 inhibition = NOD2 signaling inhibitors, cell-based, luminescence, uHTS, HEK293 (AID 1566). HEK293 NOD2/NF-kB luciferase reporter, luminescence; higher % means a stronger effect. inhibition, % at 4 µM, or EC50 in µM where a hit was titrated. actives 0.63% (n = 290,000); note: many of its hits are not listed in these tables
XIAP antagonists = XIAP antagonists, biochemical, IAP family, fluorescence polarization (AID 1018). E3 ubiquitin-protein ligase XIAP (Homo sapiens). XIAP BIR domain, fluorescence polarization peptide displacement; higher % means a stronger effect. one-dose displacement, % at 20 µM; IC50 in µM for titrated hits. actives 0.007% (n = 200,000); in the data active = displacement above about 50%; note: a part of the inactive calls stands beside numbers as strong as those of hits
NOD1 NF-kB reporter = NOD1 signaling inhibitors, primary screen, cell-based, luminescence, uHTS (AID 1578). actives 1% (n = 290,000). inhibition, % at 4 µM; hits with a dose series show EC50 in µM. NOD1-driven NF-kB luciferase reporter cells, luminescence; higher % means a stronger effect; in the data active = inhibition mostly above about 36%, no sharp cut-off; inactive = mostly below about 34%;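 note: HEK-293T reporter cells stimulated with the NOD1 agonist gamma-tri-DAP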
KOR beta-arrestin-2 = KOR agonists, beta-arrestin recruitment, primary screen, cell-based, luminescence, uHTS (AID 1777); actives 0.02% (n = 280,000); Kappa-type opioid receptor (Homo sapiens); activation, % at 10 µM; hits with a dose series show EC50 in µM; KOR beta-arrestin recruitment, luminescence; higher % means a stronger effect; in the data active = activation above about 50%, passing the limit was not always enough; note: a part of the inactive calls stands beside numbers as strong as those of hits
human PMI inhibition = inhibitors of human PMI, primary screen, biochemical, fluorescence intensity, coupled assay (AID 1209); purified PMI enzyme, coupled fluorescence intensity; higher % means a stronger effect; one-dose inhibition, % at 20 µM; IC50 in µM for titrated hits; actives 0.42% (n = 190,000);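 note: plate controls were DMSO vehicle for no effect and wells lacking substrate for full effect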
human PMI inhibitors = human PMI inhibitors, high substrate, primary screen, biochemical, fluorescence intensity, high mannose 6-phosphate (AID 1220); Mannose-6-phosphate isomerase (Homo sapiens); one-dose inhibition, % at 20 µM; IC50 in µM for titrated hits; recombinant PMI enzyme, coupled fluorescence intensity; higher % means a stronger effect; actives 0.66% (n = 190,000)
LYP inhibition = inhibitors of LYP phosphatase, biochemical, fluorescence intensity, uHTS (AID 1779) | Tyrosine-protein phosphatase non-receptor type 22 (Homo sapiens) | recombinant LYP phosphatase, fluorescence intensity; higher % means a stronger effect | inhibition, % at 11.5 µM, or IC50 in µM where a hit was titrated | actives 0.054% (n = 290,000);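 note: plate controls were vehicle with enzyme for no effect and no enzyme for full effect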
The depositor's hits bear a star; · = no result given; [ ] = another dose, or the depositor's remark. Cut-off read from the data, not from the text of the source, unless noted: active = inhibition above about 50%; inactive = the rest. An excerpt; the hit share may differ from the screen's.

SMILES	KOR beta-arrestin-1	TNAP activation fold	NOD2 inhibition	XIAP antagonists	NOD1 NF-kB reporter	KOR beta-arrestin-2	human PMI inhibition	human PMI inhibitors	LYP inhibition
COc1ccc2c(c1OC)C(=O)OC2Nc1nc(-c2cc3ccccc3oc2=O)cs1 (configuration not stated)	-8%	1.4	-9%	-2.1%	-16%	0.5%	13%	11%	1%
COC(=O)c1cccc(NS(=O)(=O)c2ccc(OC)cc2)c1C	-73%	1	9%	-8.2%	-46%	-1.3%	-4%	-2%	0%
COc1ccc2c(c1)S/C(=C\C(=O)c1ccncc1)N2C	5%	1	-6%	-0.3%	-12%	-6.2%	-2%	4%	-10%
CCOc1ccccc1N1CCN(C(=O)c2c(-c3ccccc3Cl)noc2C)CC1	14%	1.1	-7%	-0.5%	33%	-1.6%	5%	3%	-2%
CCOc1ccc(S(=O)(=O)NC(C)C(=O)NCc2ccc3c(c2)OCO3)cc1 (configuration not stated)	-23%	·	-12%	·	-19%	4.1%	·	·	-6%
O=C(NC(=Nc1ccccc1)N1CCOCC1)Nc1ccccc1	11%	1	4%	-1.3%	5%	21%	11%	13%	-8%
CN1CCN(C(=S)Nc2ccccc2Cl)CC1	8%	1.1	3%	-3.2%	-6%	-5.2%	6%	3%	-6%
Cc1ccccc1CN1CCCC(C(=O)Nc2ccc(-c3ccn[nH]3)cc2)C1 (configuration not stated)	-14%	·	-10%	·	-33%	4.9%	·	·	-8%
NC(=O)c1sc(=S)n2c1[nH]c(=O)c1sccc12	-8%	1	6%	-7.4%	-38%	-7.5%	24%	16%	2%
CCCCC(=O)Nc1c(C)cc(C)cc1Cl	27%	1.1	8%	-12%	14%	1.2%	2%	4%	-7%
CC(/C=N/NC(=O)Cn1nccc1C)=C\c1ccc(C(C)C)cc1	-28%	1.1	-5%	-20%	-34%	-0.8%	4%	5%	1%
O=C(NCC1CCCO1)C(c1ccc(F)cc1)N(C(=O)Cn1nnc(-c2ccc(F)cc2)n1)c1cccc(O)c1 (configuration not stated)	-37%	1	-1%	-5.1%	-31%	3.7%	-5%	-3%	-9%
COC(=O)c1sccc1NC(=O)COc1cccc(C)c1	6%	·	4%	·	1%	0.5%	·	·	3%
Cc1ccc(C)c2[nH]c(=O)c(CCNC(=O)c3cc4ccccc4o3)cc12	-5%	1.1	8%	-3.3%	8%	-3.2%	8%	6%	2%
Cc1cc(C)n(-c2ccc(NC(=O)C3CCN(Cc4cc(C)c(C)o4)CC3)cc2)n1	-25%	·	-7%	·	-34%	0.0%	·	·	-5%
Cc1ccccc1CNS(=O)(=O)c1c(C)[nH]c(C)c1C(=O)N1CCCCC1	-8%	·	7%	·	-16%	-3.5%	·	·	-12%
COc1cc(C2c3c(n[nH]c3C)C(=O)N2c2ccc(Br)cc2)ccc1O (configuration not stated)	21%	1.2	10%	-11%	·	-2.3%	34%	27%	5%
CCn1c(SCC(=O)N2CCCC2)nnc1-c1ccc(N)cc1	3%	1.1	7%	-0.7%	-17%	-3.8%	-13%	-11%	-2%
CCOC(=O)c1c(C)sc2c1N(C(=O)CN(CC)CC)c1cc(Cl)ccc1S2	5%	1.3	-4%	-3.8%	0%	-7.1%	9%	5%	-13%
O=C(O)c1nn(-c2cccc(C(F)(F)F)c2)ccc1=O	6%	·	5%	·	-7%	-1.8%	·	·	-4%
CCN(CCCNC(=O)CN1C(=O)COc2ccccc21)c1cccc(C)c1	·	1.2	-18%	-4.1%	15%	-7.1%	4%	-3%	-8%
CC(=O)/C(C(=N)N1CCN(Cc2ccccc2)CC1)=C(\C)O	7%	1.1	5%	-2.3%	5%	0.4%	-4%	-8%	-9%
Cc1nnc(SCCN2CCOCC2)n1C	26%	1.1	-1%	-4.2%	-34%	1.4%	2%	-14%	-4%
COC(=O)c1ccc(NC(=S)Nc2ccccn2)cc1	-10%	0.9	-91%	-10%	-51%	7.0%	2%	6%	2%

5 of the compounds above, with values under each structure:
Results follow in this order: KOR beta-arrestin-1 | TNAP activation fold | NOD2 inhibition | XIAP antagonists | NOD1 NF-kB reporter | KOR beta-arrestin-2 | human PMI inhibition | human PMI inhibitors | LYP inhibition
Cc1nnc(SCCN2CCOCC2)n1C
    26% | 1.1 | -1% | -4.2% | -34% | 1.4% | 2% | -14% | -4%
Cc1ccc(C)c2[nH]c(=O)c(CCNC(=O)c3cc4ccccc4o3)cc12
    -5% | 1.1 | 8% | -3.3% | 8% | -3.2% | 8% | 6% | 2%
COc1cc(C2c3c(n[nH]c3C)C(=O)N2c2ccc(Br)cc2)ccc1O (configuration not stated)
    21% | 1.2 | 10% | -11% | · | -2.3% | 34% | 27% | 5%
Cc1cc(C)n(-c2ccc(NC(=O)C3CCN(Cc4cc(C)c(C)o4)CC3)cc2)n1
    -25% | · | -7% | · | -34% | 0.0% | · | · | -5%
CC(=O)/C(C(=N)N1CCN(Cc2ccccc2)CC1)=C(\C)O
    7% | 1.1 | 5% | -2.3% | 5% | 0.4% | -4% | -8% | -9%

Additional entries follow.
SMILES	KOR beta-arrestin-1	TNAP activation fold	NOD2 inhibition	XIAP antagonists	NOD1 NF-kB reporter	KOR beta-arrestin-2	human PMI inhibition	human PMI inhibitors	LYP inhibition
Cc1ccc(Nc2nnc(SCC(=O)c3cc4ccccc4o3)s2)cc1C	12%	1	-70%	-1.5%	-46%	1.5%	27%	32%	2%
O=C(C1CCC(=O)N(C2CCCC2)C1)N1CCN(c2ccc(Cl)cc2)CC1 (configuration not stated)	-46%	·	-5%	·	-21%	2.2%	·	·	-8%
Cc1ccnc2nc(C(=O)OCCOc3ccccc3)nn12	7%	1.1	6%	-1.1%	-22%	-1.9%	9%	5%	-6%
O=C(COC(=O)/C=C/c1cccc(Cl)c1)NCCC1=CCCCC1	2%	1.1	12%	5.7%	-9%	-3.0%	5%	6%	2%
COc1ccc(-c2c(C)nn3c(NC4CCCC4)cc(C)nc23)cc1OC	-4%	·	0%	·	-9%	3.5%	·	·	-8%
O=Cc1ccc(-n2nncc2-c2ccc([N+](=O)[O-])cc2)cc1	-49%[20 µM]	1	-16%	-5.0%	-33%	·	·	·	-3%
COc1ccc(CC(=O)Nc2ccc(-c3noc(-c4cc(OC)c(OC)c(OC)c4)n3)cc2)cc1	14%	1	6%	-8.8%	-32%	12%	8%	0%	-11%
O=C(O)CC1=C(Nc2ccccc2)C(=O)N(c2ccccc2)C1c1ccc(Cl)cc1 (configuration not stated)	21%	·	-5%	·	-3%	-5.5%	·	·	-1%
CC(NC(=O)C[n+]1cccc(Br)c1)c1ccccc1 (configuration not stated)	-24%	·	14%	·	-2%	0.0%	·	·	-2%
O=C(COc1ccc2c(c1)oc(=O)c1ccccc12)NCC1CCC(C(=O)O)CC1 (configuration not stated)	5%[20 µM]	·	2%	·	-19%	-6.3%	·	·	-8%
COc1cc(/C=C(\C#N)c2nc3ccccc3[nH]2)cc(Br)c1OCc1ccc(F)cc1	-8%	1	9%	-8.5%	46%	0.5%	12%	19%	-3%
C=CCN(c1ccccc1C(=O)NCC(=O)O)S(=O)(=O)c1ccccc1C	36%	·	8%	·	-3%	-0.9%	·	·	-9%
CCc1[nH]nc(C(=O)N2CCCC(C(=O)c3cccc(C(F)(F)F)c3)C2)c1C (configuration not stated)	-4%	·	29%	·	21%	-1.9%	·	·	-8%
CC(=O)c1cccc(NC(=S)NC(=O)c2ccccc2C)c1	-23%[20 µM]	1.1	-31%	-6.5%	-49%	·	·	·	-2%
CC(C1CC1)N(C(=O)c1ccccc1[N+](=O)[O-])c1ccccc1 (configuration not stated)	2%	1.2	19%	-0.2%	-9%	-6.5%	-8%	-1%	-6%
O=C(Nc1cccc2c1N(C(=O)c1ccco1)CCC2)c1ccco1	19%	·	13%	·	1%	2.0%	·	·	-6%
CCOc1ccccc1NC(=O)CCCNC(=O)c1ccc(Cl)cc1	8%	·	2%	·	-15%	-3.6%	·	·	-4%
O=C(c1ccc(-n2c(SCc3cc(F)ccc3F)nc3ccccc3c2=O)cc1)N1CCOCC1	-7%	1.1	5%	1.4%	-5%	8.7%	14%	13%	-5%
CN(C)S(=O)(=O)Oc1ccc(C(=O)Nc2ccc([N+](=O)[O-])cc2)cc1	18%	1.1	6%	-6.6%	-17%	1.0%	-14%	-6%	1%
O=C(CCN1C(=O)/C(=C/c2ccco2)SC1=S)Nc1ccc(C(=O)O)c(O)c1	-9%	·	-6%	·	-14%	3.2%	·	·	-4%
CCCC(=O)c1ccc(N2CCCC2)c(F)c1	-2%	1.1	-8%	-5.0%	-40%	-6.7%	9%	20%	-5%
CN(C)C(=O)c1ccc2c(c1)C1C3CCC(C3)C1C(c1ccccc1)N2 (configuration not stated)	2%	1.1	12%	2.9%	-15%	3.5%	-10%	-6%	5%
O=C(CN(c1cccc(C(F)(F)F)c1)S(=O)(=O)c1ccc(Cl)c([N+](=O)[O-])c1)NCc1ccc(F)cc1	24%	1.1	12%	1.0%	22%	7.9%	14%	12%	1%
Cc1nn(CCC#N)c(NC(=O)c2ccc(Cl)cc2)c1P(=O)(Nc1ccc([N+](=O)[O-])cc1)N1CCOCC1 (configuration not stated)	-36%	1.1	1%	-1.2%	-27%	0.7%	16%	7%	3%
Cc1cc2ncn(C(=O)c3c(-c4ccccc4Cl)noc3C)c2cc1C	1%	1.1	-2%	-17%	-32%	-1.2%	12%	9%	-1%
NC(=O)CC(NC(=O)c1ccc(Br)cc1)c1ccc(NCCc2ccc(F)cc2)c([N+](=O)[O-])c1 (configuration not stated)	38%	·	-12%	·	0%	-3.8%	·	·	-9%
CN(C)CC(C)(C)CNC(=O)C1CCN(Cc2ccccc2O)CC1	-2%	1.1	9%	-4.6%	-4%	-3.3%	15%	10%	-6%
Cc1nnc(SCC(=O)N2CCCCC2)n1CC1CCCO1 (configuration not stated)	-10%	1.1	22%	-2.7%	-3%	-9.1%	6%	11%	-6%
CC(C)C(=O)NNc1ccc(C(F)(F)F)cn1	-24%	·	18%	·	2%	-2.9%	·	·	-1%
CC1CN(C(=O)CSc2nnc(CNC(=O)c3ccc(S(=O)(=O)N(C)C)cc3)o2)CC(C)O1 (configuration not stated)	4%	·	-3%	·	-50%	4.4%	·	·	-7%
Cc1ccc(/C=C/C(=O)N2CCN(Cc3ccccc3)CC2)o1	·	1.2	7%	-6.3%	-18%	-0.2%	-33%	-36%	-5%
O=C(CNc1cccc([N+](=O)[O-])c1)N/N=C/c1ccc([N+](=O)[O-])o1	-36%[20 µM]	1	49%	-8.7%	42%	0.3%	-1%	30%	-2%
O=C(Cn1ncn2c(cc3ccccc32)c1=O)NCCCc1ccccc1	-21%	·	15%	·	-4%	-3.9%	·	·	-13%
Cc1ccsc1/C=N/Nc1cccc(C(=O)O)c1	-22%	1.2	-167%	-4.8%	84%*	1.1%	-59%	-77%	0%
COc1ccc(CC(=O)n2nc(-c3cccnc3)nc2N)cc1	10%	1	7%	0.6%	-13%	-0.8%	3%	0%	-3%

High-throughput results deposited in PubChem by Sanford-Burnham Center for Chemical Genomics.
